Screens from PubChem.
Platelet DG rel – inhibitors of platelet dense granule secretion, primary screen, cell-based, MLPCN, human platelets | human platelet-rich plasma, SFLLRN dense granule ATP release, luminescence | inhibition, %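 (compounds screened at 7.5 µM in platelet-rich plasma)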 | 0.22% of 300,000 active;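 active = mean replicate score, as percent of positive control, at or above 50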
TRPC4 PAM – positive allosteric modulators of TRPC4, primary screen, cell-based, mouse TRPC4beta, HEK293 mu-opioid, Fluo-4 calcium; DAMGO EC20, Fluo-4 Ca2+ flux; active compounds read high; Short transient receptor potential channel 4 (Mus musculus), Q9QUQ5; 0.42% of 310,000 active; B-score at 10 µM;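 active = B-score of calcium response area above 5 SD of library B-scores, with initial fluorescence ratio within 5 SD of library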;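 note: B-score of integrated fluorescence ratio over time as area under calcium response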
Target sequence (Q9QUQ5 whole entry, looked up): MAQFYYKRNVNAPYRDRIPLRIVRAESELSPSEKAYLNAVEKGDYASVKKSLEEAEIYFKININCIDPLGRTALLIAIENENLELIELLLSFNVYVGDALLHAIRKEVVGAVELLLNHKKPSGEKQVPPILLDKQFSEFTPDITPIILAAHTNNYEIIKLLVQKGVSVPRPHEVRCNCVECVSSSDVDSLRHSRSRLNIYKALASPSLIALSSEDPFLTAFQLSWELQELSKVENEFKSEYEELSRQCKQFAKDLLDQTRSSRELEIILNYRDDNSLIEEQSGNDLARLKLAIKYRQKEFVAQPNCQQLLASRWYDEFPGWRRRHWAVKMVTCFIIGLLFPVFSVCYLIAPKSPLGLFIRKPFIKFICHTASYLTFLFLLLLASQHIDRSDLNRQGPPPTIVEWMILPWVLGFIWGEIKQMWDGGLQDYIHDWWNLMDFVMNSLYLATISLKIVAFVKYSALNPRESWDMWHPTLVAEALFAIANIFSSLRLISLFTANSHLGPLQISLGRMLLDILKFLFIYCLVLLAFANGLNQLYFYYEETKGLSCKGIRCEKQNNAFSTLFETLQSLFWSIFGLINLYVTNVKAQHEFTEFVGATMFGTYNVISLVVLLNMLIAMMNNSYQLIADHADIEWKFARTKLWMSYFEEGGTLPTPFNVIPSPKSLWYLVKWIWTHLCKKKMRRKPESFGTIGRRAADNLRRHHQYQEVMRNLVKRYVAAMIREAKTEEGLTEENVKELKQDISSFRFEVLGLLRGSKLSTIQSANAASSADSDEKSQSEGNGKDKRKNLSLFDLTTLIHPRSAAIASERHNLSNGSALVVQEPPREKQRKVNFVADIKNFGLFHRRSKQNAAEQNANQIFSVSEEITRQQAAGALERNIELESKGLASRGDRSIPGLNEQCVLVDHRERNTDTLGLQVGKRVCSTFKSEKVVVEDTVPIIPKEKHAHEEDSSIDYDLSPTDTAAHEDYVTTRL
KCNQ1 inh – inhibitors of human KCNQ1 channel, primary screen, cell-based, thallium flux, high-throughput. Potassium voltage-gated channel subfamily KQT member 1 (Homo sapiens), P51787. CHO-K1 KCNQ1, FluxOR thallium flux fluorescence; active compounds read high. B-score at 10 µM. 1.3% of 310,000 active;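 active = compounds whose thallium flux B-score, printed positive for inhibition, exceeds three library SD while starting fluorescence stays within three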;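 note: channel opened by potassium depolarization with thallium stimulus after 20 min compound exposure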
Dyrk1A ADPGlo – rat Dyrk1A kinase inhibitors, primary screen, biochemical, single point, plate reader; Dual specificity tyrosine-phosphorylation-regulated kinase 1A (Rattus norvegicus), Q63470; ADP-Glo luminescence, NFATc1 peptide; inhibition, % at 12.5 µM; 0.43% of 310,000 active; in the data active = inhibition above about 50%;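 note: plate controls were vehicle with enzyme for no effect and no enzyme for full effect; many of its hits are not listed in these tables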
KCNK3 inh – human KCNK3 channel inhibitors, primary screen, CHO cells, FluxOR thallium flux, B-score; B-score at 10 µM; FluxOR fluorescence; active compounds read low; AID 602410, 2012; 0.84% of 340,000 active; Potassium channel subfamily K member 3 (Homo sapiens), O14649;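 active = B-score under library mean minus 4 SD, starting fluorescence ratio at most library mean plus 5 SD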;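 note: more negative B-score means stronger inhibition of thallium flux through KCNK3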
KCNQ1 pot – potentiators or activators of KCNQ1 channel, primary screen, cell-based, thallium flux, high-throughput. Potassium voltage-gated channel subfamily KQT member 1 (Homo sapiens), P51787. CHO-K1 KCNQ1, thallium flux FluxOR fluorescence; active compounds read high. B-score at 10 µM. 0.35% of 310,000 active. AID 2648, 2010;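 active = fluorescence ratio B-score, a plate-corrected score, at least three library SD, with initial intensity B-score within 5 SD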
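Assay system: stable KCNQ1 CHO-K1 line; medium: assay buffer, equal DMSO in all wells; timing: 90 min dye loading and 20 min compound exposure, both at room temperature; technique: kinetic FluxOR thallium fluorescence, 10-s 1-Hz baseline, 110-s post-stimulus read; read-out basis: B score of baseline-normalized fluorescence ratio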
hERG rescue – hERG rescue from dofetilide block, primary screen, cell-based, CHO-hERG, FluxOR thallium flux, dofetilide IC70; Voltage-gated inwardly rectifying potassium channel KCNH2 (Homo sapiens), Q12809; dofetilide IC70 present; activation (rescue from dofetilide block), less the hit threshold, % at 10 µM; 0.51% of 310,000 active;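 active = activation above the mean of controls blocked by dofetilide plus 5 SD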;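 note: thallium influx through hERG after potassium depolarization seen as dye fluorescence rise; in these data hits start at about 4.7%; inactives centre near -7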
PolyA inhibitor – polyadenylation inhibitors in yeast reporter cells, primary screen, luminescence, S. cerevisiae; S. cerevisiae SKY197-pL101 polyadenylation reporter, beta-gal luminescence; efflux-impaired pdr1/pdr3 knockout yeast; score 100 = 6 SD above DMSO; calls only at 12 µM; 0.02% of 300,000 active; AID 1875, 2009;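 active = lowest replicate activity score at least 50, where 100 means six control SD above control mean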;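 note: yeast exposed to compound for 9 h at 30 °C; higher score means more reporter readthrough which indicates perturbed polyadenylation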
KCNK9 block – KCNK9 potassium channel inhibitors, primary screen, HEK293 cells, thallium flux. Potassium channel subfamily K member 9 (Homo sapiens), Q9NPC2. FluxOR thallium flux fluorescence; active compounds read low. B-score at 10 µM. 1.2% of 310,000 active. AID 488922, 2010;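 active = ratio B-score over 3 SD below the library mean, with starting fluorescence within 5 SD of its mean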;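 note: negative B-score means less thallium flux so channel inhibition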
TRPC4 agonist – activators of mouse TRPC4 channel, primary screen, Fluo4 calcium, HEK293 TRPC4beta/mu-opioid cells; Short transient receptor potential channel 4 (Mus musculus), Q9QUQ5; Fluo4 calcium fluorescence; active compounds read high; B-score at 10 µM; 0.49% of 310,000 active; AID 2237, 2010;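 active = B-score above 5 SD of library B-scores, and initial fluorescence ratio not above library mean plus 5 SD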;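 note: positive B-score marks a calcium rise read as TRPC4 activation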
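Material: HEK293 stable line with TRPC4beta plus mu-opioid receptor; technique: Fluo4 calcium-sensitive dye fluorescence, kinetic, 1 Hz baseline; timing: Fluo4 dye loading 45 min at room temperature, 110 s recording; controls: assay buffer as low control, maximal DAMGO as high control; read-out: integrated baseline-normalised fluorescence ratio, converted to per-well B score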
TRPC4 inh – inhibitors of mouse TRPC4 channel, primary screen, Fluo4 calcium, HEK293 TRPC4beta/mu-opioid cells | AID 2247, 2010 | Short transient receptor potential channel 4 (Mus musculus), Q9QUQ5 | B-score at 10 µM | DAMGO-evoked Fluo4 calcium flux; active compounds read low | 0.39% of 300,000 active;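 active = B-score over 3 SD under the library average, no early fluorescence shift, positive overall ratio signal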
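System: stable TRPC4beta/mu-opioid receptor HEK293 cells; Dosing: single-point compound dosing; Measured by: Fluo4 Ca2+ flux fluorescence; Read-out basis: per-well B score of integrated baseline-normalized Fluo4 ratio.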
* = called active by the depositor; i = inactive; · = no result given. Some of the compounds tested, so the mix of outcomes need not match the whole.

compound | KCNQ1 inh | TRPC4 inh | TRPC4 PAM | hERG rescue | TRPC4 agonist | KCNK9 block | PolyA inhibitor | KCNK3 inh | KCNQ1 pot | Platelet DG rel | Dyrk1A ADPGlo
COc1ccc(-c2noc(CN(C)C(=O)c3ccc4c(c3)OCO4)n2)cc1 | i | i | i | -5 | i | i | i | i | i | -8 | 2
CCCCOCP(=O)(CCCC)COCCCC | i | i | i | -10 | i | i | i | i | i | 11 | -8
CCc1cc(OCCCSc2nc(C)cc(=O)[nH]2)ccc1Cl | i | i | i | -7 | i | i | i | i | i | 1 | 6
O=C(CN1C(=O)c2ccccc2S1(=O)=O)NCCSC1CCCCC1 | i | i | i | -10 | i | i | i | i | i | 12 | -1
CN(CC(=O)O/N=C(\N)c1cccc([N+](=O)[O-])c1)S(=O)(=O)c1ccccc1 | i | i | i | -24 | i | i | i | i | i | 11 | 9
COc1ccc(C(=O)ON=C2C=C(C)C(=O)C(C)=C2)cc1 | i | i | i | -6 | i | i | i | i | i | 1 | 3
COc1ccc(NC(=O)CC(c2ccc(F)cc2)c2ccc(OC(C)C)cc2)cc1 (centres undefined) | i | i | i | -5 | i | i | i | i | i | -1 | 0
O=C(CCCOc1ccc(Cl)cc1)Nc1ccc(N2CCOCC2)cc1 | i | i | i | -7 | i | i | i | i | i | -4 | 5
COCCn1c(N)c(C(=O)OCc2ccccc2)c2nc3ccccc3nc21 | i | i | i | -21 | i | i | i | i | i | -2 | 0
COCc1cc(=O)[nH]c(/N=C(\N)Nc2ccc(Cl)c(Cl)c2)n1 | i | i | i | -8 | i | i | i | i | i | 8 | 6
Cc1cc(N/C=C(\C#N)S(=O)(=O)c2ccccc2Cl)nc(C)n1 | i | i | i | -9 | i | i | i | i | i | 1 | 0
CS(=O)(=O)Nc1cccc(C2=NN(C(=O)c3ccco3)C(c3ccco3)C2)c1 (centres undefined) | i | i | i | -8 | i | i | i | i | i | 1 | 6
S=C(Nc1ccccc1Cl)N1CCCC(c2ccccc2)=N1 | i | i | i | -11 | i | i | i | i | i | -12 | -6
N#Cc1cnc(Nc2ccc(F)cc2)nc1N | i | i | i | -4 | i | i | i | i | i | -2 | 2
COc1ccc(S(=O)(=O)N2CCN(Cc3cc(OC)c(OC)c(OC)c3)CC2)cc1 | i | i | i | -2 | i | i | i | i | i | -7 | -5
COC(=O)C(C)Oc1ccc(Cl)c(CN2OCC(C)(C)C2=O)c1 (centres undefined) | i | i | i | -14 | i | i | i | i | i | 5 | -1
O=C(CN1CCN(c2ccccc2O)CC1)Nc1ccc2c(c1)CCC2 | i | i | i | -23 | i | i | i | i | i | -2 | -3
O=C(CSc1c[nH]c2ccccc12)NCC1CCCO1 (centres undefined) | i | i | i | -12 | i | i | i | i | i | -1 | 2
CCc1ccc(NC(=O)c2ccc(F)c(S(=O)(=O)N(CC)c3ccccc3)c2)cc1 | i | i | i | -5 | i | i | i | i | i | 6 | 1
CN(CC(=O)Nc1ccccc1C(F)(F)F)C(=O)C1=COCCO1 | i | i | i | -9 | i | i | i | i | i | -7 | -2
CC(C)(C(=O)Nc1nccs1)c1ccccc1 | i | i | i | -13 | i | i | i | i | i | 14 | 0
Cc1cc(C)cc(OCc2nnc(SCC(=O)c3ccccc3)o2)c1 | i | i | i | -10 | i | i | i | i | i | 5 | 0
Cc1cc(C)nc(SCCCNCc2ccc(Br)cc2)n1 | i | i | i | -13 | i | i | i | i | i | -4 | -1
Cc1nn(C)c(C)c1CCC(=O)N1CCCC(C(=O)c2cccc(OC(C)C)c2)C1 (centres undefined) | i | i | i | -6 | i | i | i | i | i | -4 | ·
Cc1nc(COC(=O)c2ccc(CO)cc2)cs1 | i | i | i | -11 | i | i | i | i | i | 0 | 5
CCOC(=O)c1cnn(-c2nc(OC)cc(OC)n2)c1C(F)(F)F | i | i | i | -7 | i | i | i | i | i | 7 | 7
O=c1[nH]c2c(cnn2-c2ccc(Cl)cc2)c(=O)n1-c1cccc(Cl)c1 | i | i | i | -8 | i | i | i | i | i | 4 | ·
CC(NC(=O)CSc1ncccc1C(=O)O)C1CC2CCC1C2 (centres undefined) | i | i | i | -14 | i | i | i | i | i | 3 | 0
O=C(CCCc1ccccc1)NCCC1=CCCCC1 | i | i | i | 1 | i | i | i | i | i | 6 | 2
CC(C)n1c(SCC(=O)N2CCN(C)CC2)nc2c1c(=O)n(C)c(=O)n2C | i | i | i | -4 | i | i | i | i | i | -10 | 2
CCC(C)NC(=O)c1ccc2nc(Cc3ccc(OC)cc3)oc2c1 (centres undefined) | i | i | i | -8 | i | i | i | i | i | 3 | -1
CCOCc1nnc(NC(=O)CS(=O)(=O)c2ccc(C)cc2)s1 | i | i | i | -6 | i | i | i | i | i | · | -3
COc1ccc(Br)cc1CNC(=O)CCCc1cn(C)c2ccccc12 | i | i | i | -5 | i | i | i | i | i | 6 | 2
COc1ccc([N+](=O)[O-])cc1C(=O)C(=O)c1ccccc1 | i | i | i | -3 | i | i | i | i | i | -2 | -10
CCCCOc1ccccc1C1NC(=O)NC(C)=C1C(=O)OCCOC (centres undefined) | i | i | i | -8 | i | i | i | i | i | 1 | 6
CCS(=O)(=O)N1Cc2ccccc2CC1C(=O)N1CCN(c2ccccc2)CC1 (centres undefined) | i | i | i | -5 | i | i | i | i | i | -8 | 1
N=c1oc2cc(O)ccc2cc1C(=O)Nc1ccc(F)cc1 | i | i | i | -10 | i | i | i | i | i | 4 | 53*
Cn1c(=O)[nH]c(=O)c2c1nc(Br)n2CC(O)COc1ccccc1 (centres undefined) | i | i | i | -11 | i | i | i | i | i | 7 | -15
Cc1csc(SCCN2C(=O)c3ccccc3C2=O)n1 | i | i | i | -1 | i | i | i | i | i | 1 | 2
Cc1c2c(nc3nc4ccccc4n13)CCCC2=O | i | i | i | -14 | i | i | i | · | i | -8 | ·

The closing 4 entries of the part before open the next one.
compound | KCNQ1 inh | TRPC4 inh | TRPC4 PAM | hERG rescue | TRPC4 agonist | KCNK9 block | PolyA inhibitor | KCNK3 inh | KCNQ1 pot | Platelet DG rel | Dyrk1A ADPGlo
N=c1oc2cc(O)ccc2cc1C(=O)Nc1ccc(F)cc1 | i | i | i | -10 | i | i | i | i | i | 4 | 53*
Cn1c(=O)[nH]c(=O)c2c1nc(Br)n2CC(O)COc1ccccc1 (centres undefined) | i | i | i | -11 | i | i | i | i | i | 7 | -15
Cc1csc(SCCN2C(=O)c3ccccc3C2=O)n1 | i | i | i | -1 | i | i | i | i | i | 1 | 2
Cc1c2c(nc3nc4ccccc4n13)CCCC2=O | i | i | i | -14 | i | i | i | · | i | -8 | ·
CN(C)C(=O)c1ccc(NC(=O)CSc2nc3ccccc3[nH]2)cc1 | i | i | i | -5 | i | i | i | i | i | -1 | 6
Cn1c(SCc2ccc(C#N)cc2)nnc1-c1ccncc1 | i | i | i | -8 | i | i | i | i | i | 1 | -1
CCOc1ccc2c(c1)c1nnc(SCC(=O)N3CCC(C)CC3)nc1n2C | i | i | i | -4 | i | i | i | i | i | 1 | -3
COc1cccc2[nH]c3c(N4CCCC(C)C4)ncnc3c12 (centres undefined) | i | i | i | -7 | i | i | i | i | i | 1 | -2
O=C(O)/C=C\C(=O)Nc1ccccc1F | i | i | i | -7 | i | i | i | i | i | -8 | 6
S=C(NCc1ccncc1)Nc1ccc(Cl)cc1Cl | i | i | i | -8 | i | i | i | i | i | 3 | 0
COc1cc(/C=C2\SC(=Nc3ccccc3)N(CCc3c[nH]c4ccccc34)C2=O)ccc1OC(C)C(=O)O (centres undefined) | i | i | i | -11 | i | i | i | i | i | 6 | -3
Cc1cc(C(=O)NNc2ccc(F)cc2F)no1 | i | i | i | -5 | i | i | i | i | i | -3 | 2
CNC(=O)C(=O)NCC1OCCCN1S(=O)(=O)c1ccc(F)cc1C (centres undefined) | i | i | i | -3 | i | i | i | i | i | -10 | 4
Cc1cc(C(=O)NNC(=O)c2cccc(N(C)C)c2)c(C)o1 | i | i | i | -8 | i | i | i | i | i | 11 | -5
CS(=O)(=O)c1ccc(-c2nnn(CC(N)=O)n2)cc1 | i | i | i | -9 | i | i | i | i | i | 0 | 1
CC(C)/C=N/NC(=O)c1cc(Br)ccc1O | i | i | i | -7 | i | i | i | i | i | 19 | 10
CCOC(=O)c1ccccc1NC(=O)Cc1ccccc1OC | i | i | i | -16 | i | i | i | i | i | 5 | 6
COc1ccc(S(=O)(=O)N2CCC3(CC2)OCCN3S(=O)(=O)c2ccc(C)cc2)cc1OC | i | i | i | -6 | i | i | i | i | i | 5 | -7
O=C1CCc2cc(S(=O)(=O)N3CCC(C(=O)Nc4nccs4)CC3)ccc2N1 | i | i | i | -4 | i | i | i | i | i | 18 | -1
COc1ccccc1C(=O)NCCN1CCN(C(=O)c2ccccc2OC)CC1 | i | i | i | -6 | i | i | i | i | i | -1 | 2
Cc1cnc(C(=O)OCC(=O)Nc2cc(-c3cc(C)c(C)cc3C)nn2-c2ccccc2)cn1 | i | i | i | -17 | i | i | i | i | i | 20 | -4
CC(=O)Nc1ccc(S(=O)(=O)NCCC(=O)N2CCc3ccccc32)cc1 | i | i | i | -2 | i | i | i | i | i | -2 | -5
